SKN-1 inh – C. elegans SKN-1 inhibition | C. elegans VP596 Pgst-4::GFP/RFP ratio, acrylamide-induced, 24 h | inhibition, % at 21.8 µM | hit rate 0.49% among 360,000 | AID 624304;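 active = interference check ratio from 0.5 to 1.5 plus GFP to RFP signal ratio inhibition reaching or exceeding a fixed threshold, cut at about 30% in these data, passing the limit was not always enough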; note: some compounds called inactive have numbers as strong as hits
CendR NRP1 mod – modulators of CendR peptide binding to human neuropilin-1 | O14786 | FAM-RPARPAR peptide binding to NRP-1, fluorescence polarization | inhibition, % at 25 µM | hit rate 0.85% among 360,000 | AID 602438;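 active = inhibition or corrected inhibition above about 18%, plus a signal ratio from 0.5 to 1.5, limit read from the data, passing the limit was not always enough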; note: strong numbers were not always called active
Target sequence (O14786 whole entry, looked up): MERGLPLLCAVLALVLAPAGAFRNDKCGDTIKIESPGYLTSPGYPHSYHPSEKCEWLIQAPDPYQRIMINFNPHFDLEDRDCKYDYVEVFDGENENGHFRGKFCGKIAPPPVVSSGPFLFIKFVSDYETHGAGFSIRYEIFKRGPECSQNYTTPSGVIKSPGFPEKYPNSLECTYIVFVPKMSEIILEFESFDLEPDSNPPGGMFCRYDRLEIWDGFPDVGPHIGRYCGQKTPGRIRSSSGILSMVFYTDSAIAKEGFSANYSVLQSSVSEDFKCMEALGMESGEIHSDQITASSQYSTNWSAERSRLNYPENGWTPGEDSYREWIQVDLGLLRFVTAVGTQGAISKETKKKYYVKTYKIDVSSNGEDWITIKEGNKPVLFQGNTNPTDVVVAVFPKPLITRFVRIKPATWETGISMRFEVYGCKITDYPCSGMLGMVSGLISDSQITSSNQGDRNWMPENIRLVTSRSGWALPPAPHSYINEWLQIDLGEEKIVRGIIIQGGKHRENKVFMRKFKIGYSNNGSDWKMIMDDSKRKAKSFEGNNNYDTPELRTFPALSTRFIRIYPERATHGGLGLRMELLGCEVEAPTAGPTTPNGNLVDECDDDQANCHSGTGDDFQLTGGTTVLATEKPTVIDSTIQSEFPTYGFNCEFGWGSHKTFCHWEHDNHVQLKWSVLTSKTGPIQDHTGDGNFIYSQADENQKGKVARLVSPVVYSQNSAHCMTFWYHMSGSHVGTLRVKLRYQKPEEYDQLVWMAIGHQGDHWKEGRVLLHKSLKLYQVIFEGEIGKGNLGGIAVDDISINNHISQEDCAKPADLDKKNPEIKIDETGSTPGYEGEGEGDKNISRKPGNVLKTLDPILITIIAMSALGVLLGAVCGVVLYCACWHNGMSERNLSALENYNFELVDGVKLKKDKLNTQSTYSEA
STEP inh – inhibitors of human striatal-enriched phosphatase STEP; P54829; recombinant STEP, OMFP fluorogenic substrate, fluorescence; inhibition, % at 20 µM; hit rate 0.25% among 360,000; AID 588621;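 active = inhibition at 20 µM, scaled per plate between control wells, above about 37%, limit read from the data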;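 note: 0% = DMSO with enzyme and substrate and 100% = substrate only without enzyme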
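medium = Bis-Tris buffer pH 6.0, 2.5 mM DTT, 0.005% Tween 20 | test system = STEP (striatal-enriched tyrosine phosphatase) enzyme, cell-free | measure = normalized % inhibition | compound dosing = 20 µM, 1% DMSO | also added = 25 µM OMFP | schedule = reaction 20 min, ambient temperature | measured by = fluorescence read at 480 nm ex / 540 nm em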
Scp-1 inhibitor – blocks human Scp-1 phosphatase activity | Q9GZU7 | Recombinant Scp1, phosphopeptide, malachite green phosphate absorbance | inhibition, % at 20 µM | hit rate 0.88% among 340,000;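 active = inhibition above about 50% at 20 µM, limit read from the data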;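 note: plate controls were DMSO wells with enzyme for no effect and wells lacking enzyme for full effect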
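Test system: SCP-1 catalytic domain; Buffer or medium: Acidic Tris acetate buffer with magnesium and detergent; Also added: Phosphorylated 17-residue peptide substrate; Compound: single 20 µM dose, 1% DMSO; Schedule: enzyme reaction 45 min at room temperature, colour 5 min, stabilisation 30 min; Signal: Phosphate-binding colour reagent, absorbance read at 630 nm.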
NadD inh – blocks S. aureus nicotinate mononucleotide adenylyltransferase; purified NadD enzyme, colorimetric absorbance read-out; inhibition, % at 20 µM; hit rate 0.78% among 360,000; AID 602399; in the data active = inhibition above about 26%; note: some compounds past the cut are filed as inactive
Neddyl block – cullin neddylation inhibition | hit rate 0.58% among 360,000 | P61081+Q13564 | calls only at 25 µM | TR-FRET cullin neddylation, biochemical; in the data active = inhibition above about 36%
DNMT1 inh – inhibitors of human DNMT1. hit rate 0.83% among 360,000. P26358. DNMT1 molecular beacon, Hinp1I cleavage, fluorescence. AID 588458. inhibition (reported as % activation of signal), % at 10 µM; in the data active = inhibition above about 50%
SUMO1 PPI mod – modulators of human SUMO1-mediated protein-protein interactions. SUMO1 binding to a labelled peptide, TR-FRET, 1 h. hit rate 0.33% among 360,000. AID 602429. inhibition, % at 20 µM; in the data active = inhibition above about 37%
Target sequence (P63165 whole entry, looked up): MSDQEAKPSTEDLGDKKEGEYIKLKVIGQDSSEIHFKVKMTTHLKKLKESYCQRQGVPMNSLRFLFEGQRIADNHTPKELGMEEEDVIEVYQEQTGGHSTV
Tb MetRS inh – Trypanosoma brucei MetRS inhibition; inhibition, % at 11.9 µM; AID 624268; hit rate 0.4% among 360,000; purified T. brucei MetRS, ATP depletion, Kinase-Glo luminescence;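 active = inhibition above a per-plate cutoff of the control wells' mean inhibition plus 3 SD, cut at about 5.5% in these data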;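 note: 0% = DMSO wells median and 100% = median of wells with control inhibitor compound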
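System: purified T. brucei MetRS enzyme / Detection: Kinase-Glo luciferase luminescence reporting remaining unconsumed ATP / Medium: HEPES buffer with MgCl2, KCl, DTT, spermine, BSA, pyrophosphatase / Replication: singlicate, one well per compound / Evaluation: percent inhibition relative to median high and low control wells / Schedule: 2 h aminoacylation at 25 °C after 15 min preincubation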
LMPTP block – LMPTP (human) inhibition; hit rate 0.22% among 360,000; recombinant LMPTP-A, OMFP fluorogenic substrate, fluorescence intensity; inhibition, % at 20 µM; P24666; AID 651560;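 active = compounds that cut the enzyme signal by at least half of the control window in the single-dose screen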;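 note: plate controls were DMSO wells with enzyme plus substrate for no effect and substrate without enzyme for full effect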
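Test system: LMPTP-A phosphatase enzyme; input: 0.625 nM LMPTP-A final; reagent: OMFP substrate, 400 µM final; compound dosing: 20 µM single dose, 3% DMSO; incubation: 50 min dark incubation at room temperature; measured by: endpoint fluorescence intensity from OMFP dephosphorylation; measure: % inhibition relative to no-enzyme and uninhibited control wells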
Active calls of the source: *; i = inactive; nt = not tested or not shown.

SMILES	SKN-1 inh	CendR NRP1 mod	STEP inh	Scp-1 inhibitor	NadD inh	Neddyl block	DNMT1 inh	SUMO1 PPI mod	Tb MetRS inh	LMPTP block
CCOC(=O)N1CCC(NCCNC(=O)c2ccco2)CC1	7	13	-2	16	2	i	-4	-4	-0.3	-1.4
C[C@H](CO)N1C[C@H](C)[C@@H](CN(C)S(=O)(=O)c2ccc(F)cc2)Oc2ccc(NC(=O)Nc3ccccc3)cc2C1=O	3	8	-2	-4	12	i	-5	-1	1.7	-0.1
O=C(Nc1cccc(Br)c1)c1ccc2snnc2c1	14	18	2	-8	-1	i	-1	0	-0.1	0.5
CCN1CCN(c2ccc(S(=O)(=O)N3CCCCC3)cc2NC(=O)COc2ccccc2)CC1	5	3	0	0	-6	i	-3	6	-0.6	-0.9
C/C(=N\NC(=O)c1ccccc1O)c1cccs1	3	-9	-1	-2	-6	i	-4	-1	0.1	0.0
Cc1c(C)c2c(OCC(=O)N3CCC(C(N)=O)CC3)cc3c(c2oc1=O)CCC(C)(C)O3	-6	4	2	15	6	nt	2	-12	1.0	0.0
CCOC(=O)c1c(C)[nH]c(C)c1C(=O)COC(=O)CNC(=O)C1CCCCC1	6	7	-2	16	-5	i	-3	0	0.8	-0.3
CS(=O)(=O)c1cccc(C(=O)Nc2ccc(S(=O)(=O)N3CCCCC3)cc2)c1	-7	6	1	-4	3	i	-4	3	0.3	0.2
COc1ccccc1Nc1nccc(N(C)C)c1C#N	10	7	-1	-7	4	i	2	-3	-0.2	-0.4
CC(C)(C)[C@H]1COC(=O)[C@H](NC(=O)OCC2c3ccccc3-c3ccccc32)C/C=C\C[C@@H](CC(=O)N[C@@H](CO)Cc2ccccc2)C(=O)N1	-5	19*	5	1	7	i	-21	-7	-0.3	-1.2
COc1ccc2c(c1)CCc1c(C(=O)Nc3cc(C)n(Cc4ccc(Cl)cc4)n3)noc1-2	-9	-11	-3	-8	-2	i	35	2	0.4	-0.1
COc1ccc(-c2nnn(CC(=O)N(CC(=O)NC3CCCC3)Cc3cccs3)n2)cc1OC	5	1	-3	-4	-11	i	0	0	0.2	-1.1
CCOC(=O)C1=CCN(S(=O)(=O)c2ccccc2)C1c1ccc(C)cc1 (stereo not drawn)	-3	11	1	nt	-6	i	1	9	-1.3	1.3
CCCCNC(=O)C1CCN(C/C(C)=C/c2ccccc2)CC1	8	1	2	-5	3	i	1	3	-0.6	-1.2
Cc1nc2scc(-c3ccc(C(C)C)cc3)c2c(=O)n1N	4	-10	0	-3	2	i	-3	-2	-0.3	1.6
O=C(NC(=S)Nc1ccccc1N1CCCCC1)c1cccs1	1	0	2	-5	1	i	-3	-3	-0.6	3.7
CCCCn1c(N)c(N(Cc2ccccc2OC)C(=O)CN2C(=O)NC3(CCCC3)C2=O)c(=O)[nH]c1=O	4	-13	-2	-1	-3	i	-1	-3	-0.1	-0.5
Cc1cc(C)c(NC(=O)Cn2c(=O)n(Cc3ccco3)c(=O)c3ccccc32)c(C)c1	-11	-17	-2	-2	1	i	2	1	-1.4	0.1
COc1ccc(C(C)=O)cc1Cn1nnc(-c2ccccc2Br)n1	-5	3	-1	-2	-6	i	-1	4	-0.9	-2.1
O=C(NCc1cccs1)C1CC(c2ccc(Cl)c(Cl)c2)=NO1 (stereo not drawn)	-8	-16	1	-3	-8	i	-2	1	-0.2	0.3
CCOC(=O)CNC(=O)CNC(=O)Cn1ccc2ccccc2c1=O	7	11	-3	-14	0	i	2	2	-0.3	-1.7
CO/N=C/C(C#N)=C/c1ccc(OC)c(OC)c1	14	-4	0	0	-9	i	4	-22	5.2	-0.2
CCCCCCc1cc2cc(C(=O)NC)c(=N)oc2cc1O	11	124	-38	-4	2	nt	9	6	0.6	0.1
CN1C(=O)NC(c2ccccc2Cl)C2=C1CC(C)(C)CC2=O (stereo not drawn)	-10	13	-3	-1	-6	i	1	-3	-0.2	-0.9
COc1ccc(-c2nc3cc(NC(=O)Cc4ccc(OC)c(OC)c4)ccc3o2)cc1	-11	6	5	-4	-9	nt	-9	8	-1.2	1.7
COC(=O)c1cc(CNC(=O)CCCSc2ccccc2)ccc1OC	21	13	1	-1	2	i	-2	6	-0.4	-0.9
CSc1ncccc1C(=O)NCCc1ccccc1F	-14	5	1	-2	-3	i	-2	0	-0.3	-1.9
COc1ccc(NC(=O)COC(=O)C23CC4CC(CC(NC(C)=O)(C4)C2)C3)cc1S(=O)(=O)N1CCOCC1	14	-11	-1	3	2	i	-6	-1	-0.3	-1.2
COC(=O)c1cc(=O)n2c(sc3ccccc32)c1C#N	3	-83	0	-3	-1	i	2	-43	-0.6	-0.9
O=C(CCN1C(=O)[C@@H]2Cc3ccccc3CN2C1=O)NCc1ccccc1	-14	-8	0	0	2	i	2	1	-1.0	0.0
Cc1ccc(S(=O)(=O)N2CCC(=O)N(CCOCc3ccccc3)CC2)cc1	12	6	-3	9	-2	i	-1	13	-0.1	0.2
CCOc1ccc(NC(=S)Nc2ccc3nsnc3c2)cc1	1	4	8	-5	-3	i	85*	50*	5.5	7.9
O=C(O)c1ccccc1C(=O)N1N=C(c2ccccc2)CC1c1ccccc1O (stereo not drawn)	-6	9	2	-10	7	i	2	3	0.9	-0.7
CC1CCN(C(=O)CN(c2ccc3c(c2)OCCO3)S(=O)(=O)c2ccccc2)CC1	9	10	0	-5	-7	i	1	2	-0.8	1.6
COc1ccc(C)cc1NC(=O)CSc1nnc(COc2ccc(Cl)cc2)n1Cc1ccco1	3	6	-1	-2	0	i	-6	-4	0.3	5.2
COc1cc(C(=O)NCC(=O)OC(C)C(=O)Nc2ncc(Cl)cc2Cl)cc(OC)c1OC (stereo not drawn)	4	4	-4	-5	-7	i	0	1	-1.0	-0.4

Not a retest: an excerpt of the list.
SMILES	SKN-1 inh	CendR NRP1 mod	STEP inh	Scp-1 inhibitor	NadD inh	Neddyl block	DNMT1 inh	SUMO1 PPI mod	Tb MetRS inh	LMPTP block
COc1ccc(-c2nnn(CC(=O)N(CC(=O)NC3CCCC3)Cc3cccs3)n2)cc1OC	5	1	-3	-4	-11	i	0	0	0.2	-1.1
CCOC(=O)C1=CCN(S(=O)(=O)c2ccccc2)C1c1ccc(C)cc1 (stereo not drawn)	-3	11	1	nt	-6	i	1	9	-1.3	1.3

(continued)
SMILES	SKN-1 inh	CendR NRP1 mod	STEP inh	Scp-1 inhibitor	NadD inh	Neddyl block	DNMT1 inh	SUMO1 PPI mod	Tb MetRS inh	LMPTP block
CCOC(=O)c1c(C)[nH]c(C(=O)N/N=C\c2ccccc2Cl)c1C	5	2	2	-4	1	i	3	3	-0.5	0.8
COc1ccc(OCC(=O)N/N=C/C(C)=C/c2ccco2)c(Br)c1	-4	-6	1	1	1	i	16	1	-0.5	0.4
COc1ccccc1NS(=O)(=O)c1ccc(C(=O)N2CCCCCC2)cc1	-6	-17	-2	0	-4	i	4	2	0.2	0.7
O=S(=O)(Nc1cc(Cl)ccc1N1CCCCC1)c1cccs1	3	-31	1	-4	1	i	-2	2	0.3	0.5
CCN(CC)CCCNc1ncnc2ccccc12	6	0	-3	-10	3	i	-6	-23	-0.7	5.2
COC(=O)c1ccc(COC(=O)C23CC4CC(CC(O)(C4)C2)C3)o1	0	-14	-2	-7	-4	i	1	-3	0.3	-1.8
COC(=O)c1cc(Cl)cc2c(C)c(C3(O)CCCCC3)[nH]c12	-3	4	-1	-11	-7	nt	-2	0	-0.2	1.6
COc1ccc(C(=O)Cc2ccc(OC)c(OC)c2)c(OC)c1	14	-2	-2	-13	0	i	0	2	-0.2	-1.2
O=c1[nH]cnc2c1ncn2[C@@H]1O[C@H](CO)[C@@H](O)[C@H]1O	-9	-1	2	-12	3	i	1	3	0.4	-1.3
COc1ccc(N2CCN(S(=O)(=O)c3ccc(-c4cc(C)no4)s3)CC2)cc1	-4	3	0	-9	1	i	12	5	-0.8	-3.2
COC(=O)c1cnn2c(C(F)(F)F)cc(-c3ccccc3)nc12	27	-13	-2	-6	4	nt	1	-22	-0.1	-0.4
Cc1nonc1OCC(C)(COc1nonc1C)NC(=O)c1ccc(Cl)cc1	22	2	0	-7	1	i	-2	3	-0.1	0.6
O=C(O)C1CCN(c2ccc(S(=O)(=O)N3CCOCC3)cc2[N+](=O)[O-])CC1	7	0	2	-9	-10	i	1	-20	0.8	-0.4
N#Cc1nc(-c2ccco2)oc1NCc1cccnc1	7	-5	-3	-8	0	i	0	-1	0.2	4.7
COc1ccc(CCNS(=O)(=O)c2ccc([N+](=O)[O-])cc2)cc1OC	-4	-2	-1	-5	-2	i	-5	-20	0.0	-0.8
CCn1c(=O)cc(SCC(=O)N2CCCCC2)c2ccccc21	9	22*	10	3	-3	i	-1	1	0.3	-1.0
Cc1cc(C(=O)Nn2c(C)nc3ccccc3c2=O)ccc1[N+](=O)[O-]	1	8	-3	-13	-6	i	0	-10	-1.3	0.8
Cc1ccc(CNC(=O)COC(=O)CSc2ccc(Br)cc2C)cc1	-1	8	0	-2	-7	i	-1	2	0.4	3.5
CN1CCc2[nH]c3ccc(C(=O)NN)cc3c2C1	12	0	0	-9	-2	i	-10	0	0.1	1.8
O=C(O)c1cn(-c2ccc(N3CCCC3)c(F)c2)c2c(F)c(F)c(F)cc2c1=O	0	-44	4	-8	9	i	15	18	-0.4	38

In another format: results already given.
Cc1cc(C(=O)Nn2c(C)nc3ccccc3c2=O)ccc1[N+](=O)[O-]
  SKN-1 inh: 1	CendR NRP1 mod: 8	STEP inh: -3	Scp-1 inhibitor: -13	NadD inh: -6	Neddyl block: i	DNMT1 inh: 0	SUMO1 PPI mod: -10	Tb MetRS inh: -1.3	LMPTP block: 0.8
Cc1ccc(CNC(=O)COC(=O)CSc2ccc(Br)cc2C)cc1
  SKN-1 inh: -1	CendR NRP1 mod: 8	STEP inh: 0	Scp-1 inhibitor: -2	NadD inh: -7	Neddyl block: i	DNMT1 inh: -1	SUMO1 PPI mod: 2	Tb MetRS inh: 0.4	LMPTP block: 3.5
CN1CCc2[nH]c3ccc(C(=O)NN)cc3c2C1
  SKN-1 inh: 12	CendR NRP1 mod: 0	STEP inh: 0	Scp-1 inhibitor: -9	NadD inh: -2	Neddyl block: i	DNMT1 inh: -10	SUMO1 PPI mod: 0	Tb MetRS inh: 0.1	LMPTP block: 1.8
O=C(O)c1cn(-c2ccc(N3CCCC3)c(F)c2)c2c(F)c(F)c(F)cc2c1=O
  SKN-1 inh: 0	CendR NRP1 mod: -44	STEP inh: 4	Scp-1 inhibitor: -8	NadD inh: 9	Neddyl block: i	DNMT1 inh: 15	SUMO1 PPI mod: 18	Tb MetRS inh: -0.4	LMPTP block: 38

Screens from PubChem.
